# phage Ecoli inh = E. coli growth loss with phage present; growth absorbance; inhibition, % at 11.9 µM; hit rate 0.26% among 360,000; AID 651602; in the data active = inhibition above about 11%
# HTR5A inv ctr = inverse agonist of human HTR5A in OPRM1-OPRD1 counter-screen; P47898; HTR5A cell line, luminescence, inverse agonism; inhibition, % at 9.3 µM; hit rate 0.083% among 340,000; AID 504634; in the data active = inhibition mostly above about 23%, no sharp cut-off; inactive = mostly below about 18%;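 note: 0% = cells with DMSO and 100% = no-cell wells with DMSO; some compounds called inactive have numbers as strong as hits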
# Mot1-301 SUMO = blocks SUMOylation pathway, rescuing yeast Mot1-301 growth; hit rate 1% among 320,000; S. cerevisiae Mot1-301 growth rescue, ATP luminescence, 38.5C; percent above DMSO median, 100 means doubled; growth rescue, % at 18.8 µM;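 active = every valid replicate shows activation above 250% relative to neutral control wells; inactive = the rest, any valid replicate at or below 250%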;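 note: OY570 slx delta 5 strain wells were the positive control but not used for scaling; some compounds called inactive have numbers as strong as hits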
# PfHsp90 yeast 2 = inhibits growth of yeast expressing Plasmodium falciparum Hsp90 | S. cerevisiae expressing PfHsp90, BacTiter-Glo ATP, 48 h; yeast lacking PDR1 and PDR3 efflux regulators | inhibition, % at 9.4 µM | hit rate 0.32% among 310,000;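 active = every replicate shows inhibition above about 80%, whatever the replicate mean, limit read from the data; inconclusive = mean inhibition reaches the set limit but some replicate falls short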;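 note: 0% = DMSO neutral controls and 100% = 20 µM radicicol positive controls; yeast relying on Plasmodium falciparum Hsp90 in place of its own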
# PKA-R1A activ = activates the PKA-R1A holoenzyme complex; PKA-R1A dissociation, Cy5-IP20 fluorescence polarization; scaled: DMSO 0%, 113 µM cGMP 100%; activation, % at 11.4 µM; hit rate 0.083% among 340,000; AID 504707;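 active = percent activation above the mean of all tested compounds plus 3 SD, cut at about 19% in these data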;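 note: higher means more PKAc released from R1A so a rise in polarization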
# E coli growth = bacterial growth inhibition, counter-screen for AddAB inhibitors; E. coli V3065 growth, OD600 absorbance, 18 h; inhibition, % at 11.9 µM; hit rate 0.27% among 330,000; AID 449728;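 active = inhibition above the campaign's mean inhibition across all tested compounds plus 3 SD, cut at about 9.9% in these data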;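 note: uninfected addAB+ strain grown without phage in ampicillin broth; 0% = DMSO wells and 100% = ciprofloxacin 0.95 µg/ml wells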
# PKA-R2B activ = activators of human PKA-R2B complex | PKA-R2B holoenzyme dissociation, Cy5-IP20 fluorescence polarization; R2B truncated from residue 108, S112A mutant; 0% DMSO only, 100% 113 µM cGMP | activation, % at 11.4 µM | hit rate 0.079% among 340,000;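 active = activation above a cutoff set at the mean over all compounds plus 3 SD, cut at about 18% in these data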;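 note: higher means more holoenzyme dissociation and a rise in polarization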
# AddAB inh = less growth of phage-infected E. coli with AddAB; AID 435030; hit rate 0.29% among 330,000; inhibition, % at 11.9 µM; E. coli expressing H. pylori AddAB, absorbance growth; in the data active = inhibition above about 12%;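 note: 0% = vehicle wells of infected cells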
# Tat transport = blocks Tat-dependent protein export in E. coli; E. coli MC4100 TorA-mCherry Tat export, fluorescence; inhibition, % at 10 µM; hit rate 0.036% among 340,000; AID 488895;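 active = mean replicate inhibition at least 50% and at least half of replicates individually reaching 50%; inconclusive = only one of the two criteria met; inactive = neither criterion met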;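 note: exported cargo escapes ClpAP degradation while cytoplasmic cargo is degraded and loses fluorescence; 0% = median of neutral control wells and 100% = median of NaSCN control wells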
# OPRM1-OPRD1 inv = inverse agonists of human mu-delta opioid receptor heterodimerization. cell-based MOR-DOR heterodimer luminescence, inverse agonism. inhibition, % at 9.3 µM. hit rate 0.21% among 340,000. AID 504357; in the data active = inhibition above about 22%, passing the limit was not always enough;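 note: 0% = cells with DMSO and 100% = wells without cells with DMSO; values of inactives mirror those of a sister screen read the other way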
# Target sequence (P35372 whole entry, looked up): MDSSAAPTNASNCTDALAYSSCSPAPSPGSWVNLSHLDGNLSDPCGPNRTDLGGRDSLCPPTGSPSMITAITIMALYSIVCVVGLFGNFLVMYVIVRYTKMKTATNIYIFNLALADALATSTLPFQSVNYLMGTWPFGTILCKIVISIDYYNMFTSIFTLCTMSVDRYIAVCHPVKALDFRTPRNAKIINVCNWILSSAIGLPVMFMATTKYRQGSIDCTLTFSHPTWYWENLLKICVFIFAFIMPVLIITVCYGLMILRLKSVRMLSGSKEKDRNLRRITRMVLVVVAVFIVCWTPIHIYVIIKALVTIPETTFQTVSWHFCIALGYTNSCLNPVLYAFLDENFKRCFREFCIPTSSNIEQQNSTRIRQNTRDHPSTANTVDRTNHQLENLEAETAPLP
# Target sequence (P41143 whole entry, looked up): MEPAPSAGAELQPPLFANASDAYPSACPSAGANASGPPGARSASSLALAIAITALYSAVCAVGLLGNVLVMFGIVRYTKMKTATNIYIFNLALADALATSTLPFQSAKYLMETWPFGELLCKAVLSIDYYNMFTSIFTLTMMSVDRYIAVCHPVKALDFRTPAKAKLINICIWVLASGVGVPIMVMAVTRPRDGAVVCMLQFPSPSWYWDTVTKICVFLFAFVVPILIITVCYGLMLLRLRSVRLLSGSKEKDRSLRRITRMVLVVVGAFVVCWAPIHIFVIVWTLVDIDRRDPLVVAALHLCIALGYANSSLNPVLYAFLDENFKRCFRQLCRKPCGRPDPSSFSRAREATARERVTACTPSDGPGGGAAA
# MOR-DOR ag = OPRM1-OPRD1 heterodimerization agonism; AID 504326; activation, % at 9.3 µM; cells, luminescence; hit rate 0.3% among 340,000; in the data active = activation above about 18%;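 note: 0% = vehicle-treated cells and 100% = reference agonist; values of inactives mirror those of a sister screen read the other way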
# Starred values were filed as active, the others as inactive; ? = inconclusive; . = no result given.
SMILES,phage Ecoli inh,HTR5A inv ctr,Mot1-301 SUMO,PfHsp90 yeast 2,PKA-R1A activ,E coli growth,PKA-R2B activ,AddAB inh,Tat transport,OPRM1-OPRD1 inv,MOR-DOR ag
COc1ccccc1S(=O)(=O)CC(O)COc1ccc(F)cc1Cl (stereo not drawn),0.8,4,-18,16,-4,0.5,-1,3.1,9,11,-2.3
CCCC(=O)Nc1nc(-c2ccc(Cl)s2)cs1,3.6,25,-11,-21,-4,-0.1,-9,1.6,3,-14,2.8
COc1ccc(-c2csc(NC(=O)CN3C(=O)NC4(CCCC4)C3=O)n2)cc1,3.2,-21,-16,.,-3,3.2,-5,0.3,1,-10,1.5
CCCOc1ccccc1OCC(=O)Nc1ccc(S(=O)(=O)N2CCCC2)cc1,3.2,9,-4,6,-1,2.4,-1,0.7,1,-2,0.3
CCc1ccc(N(C(=O)CNC(=O)c2cccs2)C(C(=O)NC(C)(C)C)c2cc(OC)c(OC)c(OC)c2)cc1 (stereo not drawn),0.8,0,-17,-43,-2,-0.2,13,3.5,-5,8,-1.4
CCOC(=O)c1c[nH]c2c(C)ccc(Cl)c2c1=O,3.3,2,1,-30,4,0.1,-6,0.2,-4,1,-0.1
CCOc1ccccc1NC(=O)c1nc[nH]c1C(=O)Nc1ccccc1OCC,.,-6,0,-30,-18,0.4,-14,3.0,-2,15,-2.4
C[C@H](NC(=O)c1nc[nH]c1C(=O)N[C@@H](CCCCN)C(=O)OC(C)(C)C)C(=O)OCc1ccccc1,-0.6,6,-17,14,-14,-5.2,-9,-2.5,1,18,-3.1
COc1ccccc1C(=O)Nc1ccc(C(=O)c2ccccc2)cc1,3.8,-4,-29,13,-2,-1.2,-20,5.7,3,11,-2.2
Cc1nc(NCCc2cnc[nH]2)c2oc3ccccc3c2n1,3.3,-11,-7,-26,3,-0.4,1,-0.6,2,15,-2.5
CC(NS(=O)(=O)c1ccc(Cl)cc1)C(=O)Nc1ccc2c(c1)OCCO2 (stereo not drawn),0.6,-8,-5,-2,-4,-2.1,2,4.7,-11,-7,0.9
Cc1ccc(NC(=O)C2C(C(=O)O)C3C=CC2C32CC2)cc1 (stereo not drawn),2.4,5,-21,.,6,1.2,-9,2.8,-1,12,-2.6
Fc1ccc(CNc2ncnc3cc(Cl)ccc23)cc1,3.5,2,201,-25,0,1.8,-5,1.1,1,-1,0.2
CCCCn1nnc(NC(=O)c2ccc(-c3ccccc3[N+](=O)[O-])o2)n1,4.2,9,22,-5,2,-1.0,-6,2.6,14,5,-1.0
COC(=O)c1ccc(CN=C(NS(=O)(=O)c2ccccc2)c2ccccc2)cc1,1.2,-22,3,-16,11,-0.4,-15,1.7,-7,18,-4.8
CC(=O)N(C(C)=O)n1c(/C=C/c2cccc([N+](=O)[O-])c2)nc2ccccc2c1=O,0.9,-12,-15,.,-8,-1.5,-7,1.0,-3,-10,1.9
COc1ccc(-c2cc(C(=O)N3CCCC3)no2)cc1OC,0.5,-5,-23,-31,4,-0.5,0,-0.4,-2,3,-0.4
O=C(Cn1ccc(NC(=O)OCc2ccccc2)nc1=O)NCc1nc2ccccc2[nH]1,2.2,5,-6,24,-7,0.8,0,1.9,-10,16,-3.0
Cc1ccc(NC(=O)CN2CCN(C(=O)c3ccco3)CC2)cc1S(=O)(=O)N(C)C,-0.6,11,.,-5,-10,.,-7,.,-11,19,-5.1
O=C(/C=C/c1ccc(Cl)cc1)N1CCN(c2ccc([N+](=O)[O-])c(N3CCOCC3)c2)CC1,2.1,8,42,-10,0,1.0,-4,2.1,5,2,-0.3
COc1ccc(C2=NN(C(=O)CN3CCCCC3)C(c3ccc(OC)cc3)C2)cc1 (stereo not drawn),2.2,-17,-12,-18,7,-1.3,-1,0.1,3,3,-0.5
CC(C)(/C=N/O)/[N+]([O-])=C/c1ccco1,1.4,1,240,-12,10,-0.6,2,1.4,-1,3,-0.7
CC(C)OP(=O)(CCP(=O)(OC(C)C)OC(C)C)OC(C)C,1.3,2,-12,-11,-5,3.2,4,-0.9,14,17,-3.4
CCCCN1C[C@H](C)[C@@H](CC(=O)NCc2ccccc2)C1=O,2.4,-28,1,-9,-7,-1.1,-16,3.4,0,20,-3.5
CCOc1cc(N2CCOCC2)c(OCC)cc1NC(=O)Cc1cccc(OC)c1,0.4,7,2,.,-6,1.4,2,4.4,-6,10,-2.0

# The list goes on:
SMILES,phage Ecoli inh,HTR5A inv ctr,Mot1-301 SUMO,PfHsp90 yeast 2,PKA-R1A activ,E coli growth,PKA-R2B activ,AddAB inh,Tat transport,OPRM1-OPRD1 inv,MOR-DOR ag
COc1ccccc1OCC(=O)Nc1ccc(S(=O)(=O)Nc2cc(C)on2)cc1,-2.0,2,-31,1,1,3.8,-4,5.2,-8,-2,0.3
CCOC(=O)c1cc2sccc2n1Cc1ccccc1,3.1,-4,-9,.,-20,1.6,-16,1.1,-5,-20,3.7
O=C1/C(=C\c2ccc(-c3ccccc3[N+](=O)[O-])o2)C(c2ccccc2)=NN1c1ccccc1,2.2,6,193,.,4,-0.9,1,1.9,1,12,-2.0
O=C(Nc1nnc(-c2ccccc2SCc2ccccc2)s1)Nc1ccccc1F,.,-2,.,4,-1,2.3,2,4.0,-19,-22,3.5
Cc1cc2oc(=O)cc(CN(C)Cc3cccc(F)c3)c2cc1C,1.4,-2,-6,-1,10,2.0,-6,0.4,-8,-6,1.0
O=C(CSc1ncccn1)NC1CCCc2ccccc21 (stereo not drawn),1.1,-3,89,-8,10,-1.6,0,0.5,-5,2,-0.3
CCOC(=O)c1cc([N+](=O)[O-])sc1NC(=O)CC,3.7,-11,1,.,-4,0.9,-12,2.2,-2,11,-2.3
COc1ccc(N(CC(=O)NC2CCCC2)C(=O)Cn2nnc(-c3ccc(C)cc3)n2)cc1OC,0.9,22,16,6,-3,0.7,2,0.8,12,-6,1.1
COc1ccc(NC(=O)c2ccc(S(=O)(=O)N3CC(C)OC(C)C3)cc2)cc1 (stereo not drawn),2.2,4,-11,10,-3,1.9,6,1.2,-7,-4,1.0
COc1ccc(CC(=O)NCc2cccc(CNC(=O)Cc3ccc(OC)c(OC)c3)c2)cc1OC,0.0,-10,-11,9,-11,-0.6,-4,2.3,1,6,-1.2
CCOC(=O)C(=O)C1=CN(Cc2ccccc2)C=C(C#N)C1,2.0,9,4,0,12,0.3,5,1.5,2,9,-1.6
c1ccc(Cc2nn3c(Cn4cnc5ccccc54)nnc3s2)cc1,1.8,1,20,-11,-9,2.7,-8,1.7,-7,-5,1.0
COc1ccc(C(=O)Nc2cccc(C(=O)N3CCCC3)c2)cc1,0.9,5,-13,-37,7,1.1,5,1.4,5,10,-2.1
COC(=O)c1c(NC(=O)C(C)C)sc2c1C(C(=O)OC)CC2 (stereo not drawn),3.3,2,44,-14,1,-2.7,-1,-2.7,-3,11,-1.9
COc1cc(/C=N/N(C)C)cc(Br)c1O,2.6,-20,27,19,2,2.1,-9,2.8,-2,2,-0.4
Cc1nc2ccccn2c1C(=O)NCc1ccc2c(c1)OCO2,0.2,7,9,-7,-8,-0.1,-8,5.4,-4,10,-1.8
CC1=N/C(=C/c2cccnc2)C(=O)O1,5.0,-1,9,3,-8,0.1,-4,1.1,-3,7,-1.4
CCN(c1cccc(C)c1)c1ncnc2nc[nH]c12,0.1,-20,16,6,4,0.0,-1,2.4,18,6,-1.2
COc1cccc2c1OCC(C(=O)OCc1cccnc1)=C2,3.8,-3,727,4,13,-2.1,5,2.8,5,-1,0.2
CCN(CC)S(=O)(=O)c1ccc(NC(=S)Nc2ccccc2)cc1,3.9,-21,1,-4,2,1.9,3,2.3,-8,16,-3.1
CCc1ccc(C(=O)COC(=O)C(CCSC)NC(=O)C23CC4CC(CC(C4)C2)C3)cc1 (stereo not drawn),2.8,3,63,5,2,-2.0,7,-4.1,1,17,-2.7
O=C1CC(c2ccccc2)C(C(=O)Nc2ccccc2F)N1 (stereo not drawn),2.7,7,7,9,-4,2.7,-3,2.9,-3,20,-4.0
O=C(NCCc1c[nH]c2ccccc12)/C(=C/c1cccnc1)NC(=O)c1ccco1,0.6,-7,-2,17,1,-0.2,3,1.1,-4,16,-3.2
O=C(C1CCN(C2CC(=O)N(c3ccc(F)cc3)C2=O)CC1)N1CCOCC1 (stereo not drawn),2.7,-23,93,-6,-8,-0.7,3,3.5,5,18,-4.0
O=C(O)CCN1C(=O)c2ccc(Oc3ccc([N+](=O)[O-])cc3)cc2C1=O,2.9,-15,12,7,-1,1.0,-7,3.2,7,19,-3.7

# (cont.)
SMILES,phage Ecoli inh,HTR5A inv ctr,Mot1-301 SUMO,PfHsp90 yeast 2,PKA-R1A activ,E coli growth,PKA-R2B activ,AddAB inh,Tat transport,OPRM1-OPRD1 inv,MOR-DOR ag
CCN1CCCC1CNC(=O)C(=O)NC(C)C (stereo not drawn),3.2,3,-3,0,-11,1.4,-15,-1.3,?,8,-1.7
CCOC(=O)Cn1c(=O)c(-c2cc(Br)ccc2N)nc2ccccc21,3.6,-3,19,-12,-12,3.0,-7,0.1,12,8,-1.6
COc1ccc2nc(N(CCN(C)C)C(=O)/C=C/c3cccs3)sc2c1,2.6,-1,4,-9,-4,-1.9,-4,0.0,-2,-20,3.9
COc1cc2cnc(CCCC#N)cc2cc1OC,2.3,4,7,6,0,0.9,-22,3.8,0,6,-1.0
COc1cc(C(=O)N/N=C/c2ccc(OC(=O)c3ccccc3Cl)c(OC)c2)ccc1O,.,2,-11,-4,-17,.,-16,.,3,-11,2.1
COC(=O)c1cc(Br)c(=O)n(Cc2ccc(OC)c(OC)c2)c1,2.5,-23,-2,-12,-2,2.9,-8,0.8,0,15,-2.7
COc1cc(-c2nnn(CC(=O)NC3CCS(=O)(=O)C3)n2)ccc1OCc1ccccc1 (stereo not drawn),2.6,-1,45,28,3,-1.7,-7,-3.5,0,14,-2.3
Cc1c(C(=O)O)oc2ccc(S(=O)(=O)N3CCC(C)CC3)cc12,-0.9,-13,-18,-12,-8,2.0,2,3.5,-2,11,-2.6
COC(=O)c1ccc(NC(=O)COC(=O)C2CCC2)cc1,2.9,13,-4,-15,-6,1.5,-7,0.8,5,2,-0.4
COc1ccc2nc3sc(C(=O)NCCCN4CCc5ccccc5C4)cc3cc2c1,-0.1,-3,50,-19,-4,-4.8,-2,-0.6,3,14,-2.5
CC1=N/C(=C/c2cc(Br)cc(Br)c2O)C(=O)O1,2.4,-13,235,9,-1,-1.7,6,3.6,-12,6,-1.1
Cc1ccc(CNC(=O)COc2ccc(C(=O)c3ccc(F)cc3)cc2)cc1,3.4,-22,75,-14,5,1.8,-3,4.6,3,10,-1.7
CC(C)(C)OC(=O)C[C@@H]1C/C=C\C[C@H](CC(=O)N(CCO)Cc2ccccc2)C(=O)N[C@@H](Cc2ccccc2)COC1=O,-1.9,-14,11,2,6,-2.2,-14,-1.8,-36,7,-1.2
CCCCn1c(N)c(N(CCC(C)C)C(=O)COC(=O)/C=C/c2ccc(F)cc2)c(=O)[nH]c1=O,1.6,-12,-9,-3,-8,-0.5,-5,2.0,-8,7,-1.5
